AMA1 RON2 block = disrupts binding of P. falciparum AMA1 to RON2; AlphaScreen AMA1-biotinylated RON2 peptide binding; Potency, µM (doses to about 58.2 µM), without a hit: at the top dose activity change, negative = inhibition, usual class: inhibitors; hit rate 0.2% among 360,000; AID 720542;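 further: 0% = vehicle wells and -100% = peptide control; nearly all actives have a fitted effect of over 45% in size; some results filed as inactive show a strong effect at the top dose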
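AMA1 (3D7) with his tag at 25 nM final met compounds first, then biotinylated RON2 peptide at 25 nM; detection used donor plus acceptor beads, 10 µg/mL apiece, read by AlphaScreen after 30 min at room temperature.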
Tb PYK inh = inhibitors of Trypanosoma brucei pyruvate kinase | AID 624173 | hit rate 0.12% among 410,000 | Potency, µM (titrated, usually from 76.8 µM), without a hit: at the highest dose activity, negative = inhibition, most hits filed as inhibitors | Q57TT1 | TbPYK enzyme, Kinase-Glo Plus ATP luminescence, 45 min; further: nearly all actives have a fitted effect of over 50% in size
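Luminescence from Kinase-Glo Plus, added after a 45-minute room-temperature reaction, served as the end-point read-out. The enzyme and substrate were preincubated with compound before ADP (130 uM final) initiated turnover. Concentration-effect curves came from normalized qHTS data.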
The depositor's hits bear a star; ? = inconclusive; [ ] = dose if it differs, or a comment. The call rests on the fitted dose curve; in most records, active means well fitted curve in the direction sought with a large enough effect; inconclusive means small, poorly fitted or top-dose-only effect, or another doubt; inactive means no such curve, though single readings can be large; an effect the other way counts as inactive or inconclusive. Unless noted, on the % scale 0 is the no-effect control and ±100 the full control effect; potency means the concentration at half of the fitted maximal effect. Only part of the results is shown; rates above refer to the full screens.

Results follow in this order: Tb PYK inh, AMA1 RON2 block
1. COc1ccc(NC(=O)Nc2cccc3[nH]c([C@@H]4O[C@H](CO)[C@@H](O)[C@H](O)[C@H]4O)nc23)cc1OC1CCCC1
 : 0.3%, -11.9%
2. Cc1cccc(NC(=O)CSc2nc(=O)n(CCCN3CCOCC3)c3c2CCCC3)c1C
 : -8.0%, -7.8%
3. c1cc(CNCCN2CCNCC2)ccn1
 : 0.4%, 28.8%
4. CCc1ccc(NC(=O)C(=O)NCCN2CCN(C(=O)c3ccc(OC)cc3)CC2)cc1
 : 4.7%, 1.9%
5. COc1ccccc1CNC(=O)COC(=O)c1cnc(C)cn1
 : -1.3%, 12.8%
6. CC[C@@]1(C(=O)OC)N[C@H](CN(C)C(=O)Nc2ccccc2)[C@@H]2C(=O)N(C)C(=O)[C@@H]21
 : -16.0%, 12.4%
7. N#Cc1ccccc1OCC(=O)Nc1ccc2c(c1)OCO2
 : 7.6%, 18.0%
8. O=C(Nc1ccc(N2CCOCC2)cc1)c1ccc2ncsc2c1
 : -25.7%, -3.4%
9. CC(Oc1ccc(Br)cc1)C(=O)Nc1ccc(S(=O)(=O)NC2=NCCCCC2)cc1 (stereo not given)
 : 4.8%, 13.2%[11.6 µM]
10. COCCCN1CC23C=CC(O2)C(C(=O)OC)C3C1=O (stereo not given)
 : -2.2%, -26.4%
11. CN(C(=O)CSc1nnc(-c2ccc(Cl)cc2)n1C)C1CCS(=O)(=O)C1 (stereo not given)
 : 0.6%, 4.7%
12. CN(c1ccccc1)S(=O)(=O)c1cccc(NC(=O)CSc2nccc(=O)[nH]2)c1
 : -1.1%, -11.5%
13. CN(CCc1ccccc1)C(=O)c1cccc(NC(=O)Cc2cccc(NC(=O)C3CCN(C(=O)C4CCCC4)CC3)c2)c1
 : 2.6%, 9.5%
14. O=C(NNC(=O)c1ccc2ccccc2c1)c1ccc(Cl)cc1
 : -2.7%, 0.1%
15. CC1CCCCN1C(=O)CSc1nnc2ccccn12 (stereo not given)
 : -2.2%, -5.6%[11.6 µM]
16. CCc1nc2c(OCCOc3ccccc3)cccn2c1N(C)C(=O)c1ccccc1F
 : -0.2%, -4.7%
17. CCc1cc2c(SC(C)C(=O)NC3CCCC3)ncnc2s1 (stereo not given)
 : -1.8%, 0.9%
18. O=C(O)C(c1ccccc1)C1CCCCC1O (stereo not given)
 : -3.6%, -14.0%
19. OC[C@@H]1CN(Cc2ccc3c(c2)OCO3)C[C@H](n2cnc3c(NCc4ccco4)ncnc32)O1
 : -0.1%, -4.2%
20. CC(C)[C@@H]1Cc2[nH]c(=O)[nH]c(=O)c2[C@H](C)O1
 : -9.3%, -2.6%

Some of the entries so far, tab-delimited:
entry	SMILES	Tb PYK inh	AMA1 RON2 block
3	c1cc(CNCCN2CCNCC2)ccn1	0.4%	28.8%
4	CCc1ccc(NC(=O)C(=O)NCCN2CCN(C(=O)c3ccc(OC)cc3)CC2)cc1	4.7%	1.9%
5	COc1ccccc1CNC(=O)COC(=O)c1cnc(C)cn1	-1.3%	12.8%
6	CC[C@@]1(C(=O)OC)N[C@H](CN(C)C(=O)Nc2ccccc2)[C@@H]2C(=O)N(C)C(=O)[C@@H]21	-16.0%	12.4%
7	N#Cc1ccccc1OCC(=O)Nc1ccc2c(c1)OCO2	7.6%	18.0%
8	O=C(Nc1ccc(N2CCOCC2)cc1)c1ccc2ncsc2c1	-25.7%	-3.4%
9	CC(Oc1ccc(Br)cc1)C(=O)Nc1ccc(S(=O)(=O)NC2=NCCCCC2)cc1 (stereo not given)	4.8%	13.2%[11.6 µM]
10	COCCCN1CC23C=CC(O2)C(C(=O)OC)C3C1=O (stereo not given)	-2.2%	-26.4%
11	CN(C(=O)CSc1nnc(-c2ccc(Cl)cc2)n1C)C1CCS(=O)(=O)C1 (stereo not given)	0.6%	4.7%
12	CN(c1ccccc1)S(=O)(=O)c1cccc(NC(=O)CSc2nccc(=O)[nH]2)c1	-1.1%	-11.5%
13	CN(CCc1ccccc1)C(=O)c1cccc(NC(=O)Cc2cccc(NC(=O)C3CCN(C(=O)C4CCCC4)CC3)c2)c1	2.6%	9.5%
14	O=C(NNC(=O)c1ccc2ccccc2c1)c1ccc(Cl)cc1	-2.7%	0.1%
15	CC1CCCCN1C(=O)CSc1nnc2ccccn12 (stereo not given)	-2.2%	-5.6%[11.6 µM]
16	CCc1nc2c(OCCOc3ccccc3)cccn2c1N(C)C(=O)c1ccccc1F	-0.2%	-4.7%
17	CCc1cc2c(SC(C)C(=O)NC3CCCC3)ncnc2s1 (stereo not given)	-1.8%	0.9%
18	O=C(O)C(c1ccccc1)C1CCCCC1O (stereo not given)	-3.6%	-14.0%
19	OC[C@@H]1CN(Cc2ccc3c(c2)OCO3)C[C@H](n2cnc3c(NCc4ccco4)ncnc32)O1	-0.1%	-4.2%
20	CC(C)[C@@H]1Cc2[nH]c(=O)[nH]c(=O)c2[C@H](C)O1	-9.3%	-2.6%

In a second layout: results already given
item | SMILES | Tb PYK inh | AMA1 RON2 block
1 | COc1ccc(NC(=O)Nc2cccc3[nH]c([C@@H]4O[C@H](CO)[C@@H](O)[C@H](O)[C@H]4O)nc23)cc1OC1CCCC1 | 0.3% | -11.9%
2 | Cc1cccc(NC(=O)CSc2nc(=O)n(CCCN3CCOCC3)c3c2CCCC3)c1C | -8.0% | -7.8%

Next section:
Results follow in this order: Tb PYK inh, AMA1 RON2 block
21. CC1CCCC12NC(=O)NC2=O (stereo not given)
 : -1.4%, 15.7%
22. CC(C)c1ccc(-n2nnnc2SCc2nc(N)nc(N)n2)cc1
 : 6.0%, -0.9%
23. COc1cc(Br)cc2cc(C(=O)OC3CCN(C)CC3)c(=O)oc12
 : 7.7%, ?
24. COc1ccc2cc(CNCCOCCOCCNCc3ccc4cc(OC)ccc4c3)ccc2c1
 : 1.8%, -8.4%
25. C[C@@H]1CN([C@@H](C)CO)C(=O)CCCn2cc(nn2)CO[C@H]1CN(C)C(=O)Oc1ccccc1
 : 4.0%, -2.9%
26. COc1ccc2c(CN(Cc3ccccc3)Cc3ccccc3)cc(=O)oc2c1
 : 1.9%, -2.4%
27. Cc1ccc(Oc2ccc(NS(=O)(=O)c3cccc(C(=O)O)c3)cc2)cc1
 : 2.0%, 20.7%
28. O=C(COC(=O)COc1ccc(Cl)cc1Cl)NC1CCS(=O)(=O)C1 (stereo not given)
 : -0.3%, -2.2%
29. c1ccc(COc2cccc(-c3cc4nc(NCCCn5ccnc5)ccn4n3)c2)cc1
 : 9.2%, -3.4%
30. CCc1ccc(/C(C)=N/NC(=O)CNC(=O)/C=C/c2ccco2)cc1
 : -6.6%, 0.6%
31. COc1ccc(C(=O)Cn2c(N3CCCCC3)nc3c2c(=O)n(C)c(=O)n3C)cc1OC
 : 0.9%, -7.8%
32. Cc1cccc(NC(=O)CSc2nncn2N)c1C
 : 8.3%, -8.3%
33. Cc1ccc(-c2nc3c(Cl)cc(C(F)(F)F)cn3c2Cc2cccc(Cl)c2)cc1
 : -0.6%, -4.5%
34. CC1(C2CC2)NC(=O)N(CC(=O)N2CCN(c3ccccc3F)CC2)C1=O (stereo not given)
 : 0.2%, 0.1%
35. Cn1ccnc1SCC(=O)Nc1cccc(C#N)c1
 : 1.5%, -4.4%
36. Cc1cc2c(cc1C)NC(=O)CC(c1ccccc1)=N2
 : 1.3%, 8.1%
37. CS(=O)(=O)N1CCCCC1c1cc(C(=O)Nc2cccc(C#N)c2)no1 (stereo not given)
 : -2.6%, -4.5%
38. COCCN1C[C@@H](CO)O[C@@H](n2cnc3c(NCc4ccc(F)cc4)ncnc32)C1
 : -8.3%, 0.0%
39. CCCc1nc2c(C)cc(Br)cn2c1Cc1ccsc1
 : -0.2%, -11.0%
40. COc1ccc(-c2noc(CN(C)C(=O)CCCN3C(=O)[C@H]4CC=CC[C@H]4C3=O)n2)cc1
 : 6.0%, 9.6%

(listing goes on)
Results follow in this order: Tb PYK inh, AMA1 RON2 block
41. Cc1cccc(C)c1-n1nnnc1C(c1cccc2ccccc12)N1CCN(C/C=C/c2ccccc2)CC1 (stereo not given)
 : 7.5%, -21.2%
42. O=S1(=O)CCS(=O)(=O)C1c1ccccc1
 : -15.9%, -3.9%
43. CCCC(=O)N1CCC1(C)C(=O)Nc1ccc2nc(C)ccc2c1 (stereo not given)
 : 1.0%, 1.5%
44. COc1cccc(C(O)c2ncc(-c3cccc4ccccc34)[nH]2)c1 (stereo not given)
 : 2.2%, 4.7%
45. COc1ccc(C(=O)N/C(=C\c2ccc(Cl)cc2)C(=O)NCCN2CCOCC2)cc1
 : 7.4%, 4.4%
46. CCOC(=O)[C@]12CCC=C1N(Cc1cccc3ccccc13)C(=O)[C@H](CC(=O)NCc1ccccc1)C2
 : 3.0%, -2.4%
47. COCOCCn1cc(CN2CCS(=O)(=O)N(Cc3ccc(-c4ccncc4)cc3)C(C(C)C)C2=O)nn1 (stereo not given)
 : -8.0%, -5.2%
48. OC(c1cc(Cl)cc(Cl)c1)c1ncc(-c2ccccc2F)[nH]1 (stereo not given)
 : -0.2%, -15.7%
49. COc1cc(OC)cc(-c2c(-c3ccc(F)cc3)c3cc(-c4ccc(SC)cc4)ccc3n2C)c1
 : 4.8%, -1.9%
50. O=C1[C@H]2[C@@H](c3ccc(C(F)(F)F)cc3)N[C@]3(CCCN(Cc4ccco4)C3=O)[C@H]2C(=O)N1Cc1ccccc1
 : -0.5%, -15.0%
51. Cc1ccc(C)c2c1CCCC2=O
 : 3.7%, -7.7%
52. Cc1ccc(S(=O)(=O)NC(=O)C2(C)CCN2C(=O)c2ccccc2CCc2ccccc2)nc1 (stereo not given)
 : 6.4%, -2.8%
53. COC(=O)c1cccc2c(C(=O)O)cc(-c3ccccc3)nc12
 : -5.7%, 74.0%[activator]
54. COc1ccc(NC(=O)CN2C(=O)NC(C)(c3ccc4c(c3)OCO4)C2=O)cc1S(N)(=O)=O (stereo not given)
 : -5.0%, 11.6%
55. CC(C)(C)Cc1c(-c2ccc(F)cc2)nc2ccc(Br)cn12
 : 1.9%, 9.9%
56. O=C(Cn1nnc(-c2ccc(Cl)cc2)n1)NC(=O)NC1CCCC1
 : -0.1%, -8.5%
57. Cc1cccc(C)c1NC(=O)CN1CCN(C/C=C/c2ccccc2)CC1
 : 3.2%, 10.4%
58. C[C@H](O)[C@@H]1C(=O)N2CCc3c([nH]c4ccccc34)[C@@H]2C[C@@H]1N(C)C(=O)Nc1ccc(F)cc1
 : -5.3%, 6.3%
59. COc1cc2nc(CN3CCN(S(=O)(=O)c4cc(C)ccc4C)CC3)[nH]c(=O)c2cc1OC
 : 0.0%, 6.1%
60. CC(C)CC1NC(=O)c2cccnc2-n2c1nc1cc(F)c(F)cc1c2=O (stereo not given)
 : -6.8%, 2.3%

Continued.
Results follow in this order: Tb PYK inh, AMA1 RON2 block
61. O=C(COC(=O)/C=C/c1ccc([N+](=O)[O-])cc1)NCC1CCCCC1
 : -0.5%, -0.7%[11.6 µM]
62. CN(C)C1CN(Cc2cn(Cc3ccc(F)cc3)nn2)S(=O)(=O)C1 (stereo not given)
 : -2.5%, -2.6%
63. Cn1nccc1-c1coc2c(C(=O)NCC3CCOCC3)cccc12
 : 2.9%, -2.5%
64. CC(C)NC(=O)N(C)C[C@H]1Oc2ccc(NC(=O)Cc3ccccc3)cc2C(=O)N([C@H](C)CO)C[C@@H]1C
 : 3.8%, 15.3%
65. CC(C)C[C@@H](CN)NC(=O)c1nc[nH]c1C(=O)N[C@@H](CC(C)C)C(=O)CNC[C@H](C)NC(=O)c1nc[nH]c1C(=O)N[C@@H](CC(=O)O)C(=O)O
 : -1.1%, 104.2%[activator]
66. CN(C)CCCNc1nc2cc(-c3ccn[nH]3)sc2c(=O)n1C
 : 1.3%, 1.5%
67. Cc1cn([C@H]2C[C@H](O)[C@@H](CNC(=O)[C@@H]3CCCN3Cc3ccccc3)O2)c(=O)[nH]c1=O
 : 2.6%, 14.5%
68. CN(C)c1ccc(-c2ccnc3c2CC(C)(C(=O)Nc2cccc(OC(F)(F)F)c2)O3)cc1 (stereo not given)
 : 0.9%, ?
69. COC(=O)[C@]1(C)N[C@H](CN(C)C(=O)Nc2ccc(F)cc2)[C@@H]2C(=O)N(C)C(=O)[C@@H]21
 : -5.0%, 1.5%
70. Cc1nc2ccc(NC(=O)c3ccccc3)cc2c(=O)n1Cc1ccc(F)cc1
 : 2.2%, -2.3%
71. Cc1c(C(=O)OC(C)C)sc(NC(=O)c2cnccn2)c1C(=O)OC(C)C
 : -5.8%, 39.5%[activator]
72. CC(=NNC(=O)c1ccncc1)c1ccc2ccccc2c1O
 : -7.4%, 78.5%[activator]
73. COc1cccc(CNc2nc(NCc3cccs3)nc3ccsc23)c1
 : -6.3%, ?
74. Cc1ccccc1-c1cc2nc(Oc3cccc(F)c3)n(C)c(=O)c2s1
 : 2.8%, 4.9%
75. CCCC(=O)N1CCCC1(C)C(=O)Nc1ccc(OC(F)F)cc1 (stereo not given)
 : -6.0%, 0.7%
76. N#Cc1ccc(C(=O)NNC(=O)c2cccc(S(=O)(=O)N3CCOCC3)c2)cc1
 : 6.5%, 10.9%
77. Cc1ccc(CSC2=NCCN2S(=O)(=O)c2ccc(C)cc2)cc1
 : 1.8%, 13.2%
